GPR55 antagonists – GPR55 antagonists blocking LPI-driven arrestin recruitment, primary screen, imaging, U2OS, beta-arrestin-GFP, LPI agonist (AID 2013); G-protein coupled receptor 55 (Homo sapiens); U2OS GPR55 beta-arrestin-GFP translocation imaging, LPI antagonism; higher % means a stronger effect; one-dose inhibition, % at 10 µM; IC50 in µM for titrated hits; actives 0.13% (n = 290,000);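 active means spots per cell inhibited over 60%, with over 100 cells counted and total cytoplasm intensity under 500,000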;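 further: U2OS cells stably carrying GPR55 and arrestin-GFP stimulated by 5 µM LPI near EC80; imaged beta-arrestin-GFP aggregate spots per cell after agonist stimulation; plate controls were LPI-stimulated DMSO wells for no effect and DMSO wells without LPI for full effect; some results filed as inactive read as strong as hits; confirmed hits need IC50 under 10 µM and bright autofluorescent wells are also inconclusive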
GPR55 activation – GPR55 agonists via beta-arrestin recruitment, primary screen, imaging, U2OS cells, beta-arrestin-GFP redistribution (AID 1961). U2OS GPR55 beta-arrestin-GFP redistribution imaging; higher % means a stronger effect. activation, % at 10 µM; hits with a dose series show EC50 in µM. actives 0.048% (n = 290,000);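 active means activation above 40% with more than 50 cells counted in the well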;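 further: U2OS osteosarcoma cells stably expressing GPR55 and beta-arrestin-GFP; plate controls were DMSO negative control for no effect and LPI positive control for full effect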
NTR1 agonist – agonists of NTR1, primary screen, imaging, U2OS cells, beta-arrestin-GFP, high content (AID 493036). Neurotensin receptor type 1 (Homo sapiens), P30989. NTR1-U2OS beta-arrestin-GFP spot imaging, agonist mode. activation, % at 20 µM. actives 0.17% (n = 330,000);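 active means activation at or above 40% of the spot to cytoplasm intensity ratio, with at least 20 cells analyzed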;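 further: 0% = DMSO without peptide and 100% = 100 nM NTR1 peptide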
Target sequence (P30989 whole entry, looked up): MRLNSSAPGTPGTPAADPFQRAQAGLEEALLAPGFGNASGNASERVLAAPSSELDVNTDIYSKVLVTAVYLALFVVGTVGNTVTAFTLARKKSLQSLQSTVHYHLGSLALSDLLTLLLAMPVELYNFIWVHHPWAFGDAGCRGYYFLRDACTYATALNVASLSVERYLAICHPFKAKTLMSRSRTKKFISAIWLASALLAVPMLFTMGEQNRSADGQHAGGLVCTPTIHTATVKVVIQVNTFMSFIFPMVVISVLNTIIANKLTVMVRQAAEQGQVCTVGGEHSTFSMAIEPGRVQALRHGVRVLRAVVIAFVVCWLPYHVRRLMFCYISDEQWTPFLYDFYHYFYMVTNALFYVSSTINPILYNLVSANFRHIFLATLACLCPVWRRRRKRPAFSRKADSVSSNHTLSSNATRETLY
K1F lysis inhibition – inhibition of K1F phage lysis, E. coli UTI89, bacterial capsule biogenesis inhibitors, alamar blue (AID 488966); E. coli UTI89 K1F phage lysis, alamar blue, 2 h; higher % means a stronger effect; actives 0.02% (n = 340,000); inhibition, % at 100 µM; hits with a dose series show IC50 in µM;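 active means phage lysis inhibition, versus mean bacterial control, above a set limit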;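 further: capsule biogenesis inhibitors block K1F phage lysis so surviving cells raise fluorescence; higher fluorescence means more inhibition of phage lysis; actives were called in the ten point dose series up to 300 µM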
HIV peptide binding – inhibitors of HIV fusion peptide binding, primary screen, biochemical, uHTS, fluorescence dequenching (AID 1986). cell-free peptide binding, fluorescence dequenching, 30 min; higher % means a stronger effect. inhibition, % at 20 µM, or IC50 in µM where a hit was titrated. actives 0.3% (n = 290,000); in the data active means inhibition mostly above about 52%, no sharp cut-off; inactive means mostly below about 76%; further: some results filed as inactive read as strong as hits
GPR35 antagonists – GPR35 antagonists blocking zaprinast-driven arrestin recruitment, primary screen, imaging, U2OS, beta-arrestin-GFP, zaprinast agonist (AID 2058) | U2OS GPR35 beta-arrestin-GFP translocation imaging, zaprinast antagonism; higher % means a stronger effect | G-protein coupled receptor 35 (Homo sapiens) | one-dose inhibition, % at 10 µM; IC50 in µM for titrated hits | actives 0.052% (n = 290,000);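 active means inhibition of at least 50% with at least 30 cells and total cytoplasm GFP at most 10,000,000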
AID2073 – inhibitors of Mint1-CaV2.2 protein interaction, biochemical, HTRF (AID 2073). Voltage-dependent N-type calcium channel subunit alpha-1B (Homo sapiens). one-dose inhibition, % at 20 µM; IC50 in µM for titrated hits. actives 0.19% (n = 290,000). HTRF protein-protein interaction, Mint1-CaV2.2; higher % means a stronger effect; in the data active means inhibition mostly above about 51%, no sharp cut-off; further: some results filed as inactive read as strong as hits
Dengue-2 NS5 capping – Dengue-2 NS5 methyltransferase inhibitors, primary screen, biochemical, confirmation dose response (AID 588689). inhibition, % at 25 µM; hits with a dose series show IC50 in µM. actives 0.3% (n = 340,000). Genome polyprotein (Dengue virus type 2 (strain 16681-PDK53)). Dengue-2 NS5 methyltransferase capping enzyme assay, biochemical; higher % means a stronger effect; in the data active means a potency from the dose series
Siah-1 displacement – Siah-1 peptide-binding antagonists, primary screen, biochemical, fluorescence polarization, rhodamine-plectin, uHTS (AID 1817); E3 ubiquitin-protein ligase SIAH1 (Homo sapiens); Siah-1 / rhodamine-plectin peptide fluorescence polarization; higher % means a stronger effect; one-dose displacement, % at 20 µM; IC50 in µM for titrated hits; actives 0.02% (n = 290,000);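 active means displacement of at least 50% at 20 µM, with a fluorescence ratio check between 0.3 and a set limit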;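 further: plate controls were Siah plus tracer with DMSO for no effect and tracer alone without Siah for full effect; strong numbers were not always called active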
NTR1 agonist cell count 20 µM – further read-out of NTR1 agonist, marked with its call; cell count; measured here: cell count, cytotoxicity flag
The depositor's hits bear a star; nt = not tested or not shown; [ ] = dose if it differs, or a comment.

SMILES	GPR55 antagonists	GPR55 activation	NTR1 agonist	NTR1 agonist cell count 20 µM	K1F lysis inhibition	HIV peptide binding	GPR35 antagonists	AID2073	Dengue-2 NS5 capping	Siah-1 displacement
N/C(=C/C(=O)c1ccccc1O)C(F)(F)F	5%	0.1%	1.2	54	2.0%	1.2%	1%	-5%	-4%	6%
COc1ccc(/C=N/n2cnnc2SCCO)cc1OC	5%	-0.2%	-0.8	35	0.9%	0.2%	3%	-2%	4%	2%
O=C(Nc1sc2c(c1C(=O)O)CCCC2)c1ccccc1Cl	7%	-0.2%	3.0	68	0.4%	7.5%	7%	17%	5%	4%
C/C(=C\c1ccccc1)CN1CCC(C(=O)N2CCC(C)CC2)CC1	26%	0.2%	1.0	54	1.2%	0.6%	0%	1%	-2%	9%
CCn1c(-c2nn(-c3ccc(C)cc3)ccc2=O)n[nH]c1=S	-14%	-0.2%	0.3	42	0.3%	-1.2%	-14%	6%	-2%	6%
Cc1coc2c1c(C)cc1oc(=O)c(CC(=O)NCC(=O)O)c(C)c12	2%	0.0%	-1.1	79	0.5%[50 µM]	0.0%	8%	37%	-3%	4%
CC(=O)N1CCN(Cc2nc3cc(NC(=O)C4CCCCC4)ccc3n2C)CC1	2%	-0.1%	0.1	75	0.1%	1.6%	-8%	0%	-4%	3%
CC(=O)Nc1ccc(NC(=O)c2ccccc2N(C)S(=O)(=O)c2ccccc2)cc1	5%	-0.2%	1.0	50	-0.1%	0.8%	-3%	2%	4%	-1%
CCn1cc(C(=O)N[C@H](C(=O)NCCCOC)C(C)C)c(=O)c2cc3c(cc21)OCO3	-3%	-0.1%	0.2	95	0.2%	-0.6%	-7%	6%	-5%	4%
COc1ccc(Nc2cc3n(c(=O)n2)CCc2cc(OC)c(OC)cc2-3)c(C)c1	-2%	-0.1%	1.9	81	0.8%[50 µM]	-1.4%	-4%	4%	-3%	2%
O=C(Cn1cc2c(n1)CCCC2)NCCCN1CCN(c2ccccc2F)CC1	3%	-0.1%	-2.5	55	-1.8%	1.3%	21%	4%	-1%	3%
Cc1cccc2c(C(=O)N3CCN(C(=O)c4ccco4)CC3)cc(-c3cccc(Br)c3)nc12	23%	0.2%	18	69	-0.1%	9.6%	-13%	29%	-7%	1%
CCCCC(NS(=O)(=O)c1ccc(C)cc1)C(=O)Oc1ccc2c3c(c(=O)oc2c1)CCC3 (stereo unspecified)	10%	-0.3%	21	55	0.0%	0.1%	-3%	14%	-2%	2%
CNC(=O)c1ccccc1S(=O)c1ccccc1COC(C)=O (stereo unspecified)	1%	-0.1%	0.6	49	0.8%	0.9%	-6%	1%	2%	6%
Cc1ccc(S(=O)(=O)N2CCN(S(=O)(=O)c3ccc(C)cc3)C2)cc1	-8%	-0.1%	-0.8	79	1.4%	-3.1%	-8%	0%	0%	3%
CC1Cc2cc(S(=O)(=O)N3CCC(C(N)=O)CC3)ccc2N1C(=O)C1CC1 (stereo unspecified)	-4%	-0.1%	0.9	64	0.0%	-1.0%	-3%	-4%	1%	-2%
COc1ccc(/C=C2\SC(=O)N(CCn3cnnn3)C2=O)cc1	-4%	-0.3%	2.2	85	0.0%	-2.2%	3%	-9%	6%	1%
COc1ccc(C/C(C)=N/NC(=O)C2COc3ccccc3O2)cc1 (stereo unspecified)	3%	-0.8%	-1.0	81	-0.1%	-0.7%	1%	2%	4%	20%
Cc1cc(=O)oc(C)c1C(=O)OCC(=O)c1ccc2ccccc2c1	1%	-0.1%	1.5	62	-0.1%	0.3%	21%	14%	-5%	-6%
Nc1nn(S(=O)(=O)c2cccc3nsnc23)cc1-c1ccc(Br)cc1	2%	-0.1%	2.3	67	0.6%	-1.4%	-10%	9%	6%	2%
CCn1nc(C)c(CNC(=O)C2CCC(=O)N(CCc3ccc(OC)cc3)C2)c1C (stereo unspecified)	-2%	-0.2%	-0.3	70	0.2%	-0.4%	3%	15%	-8%	-4%
O=C(NCc1ccccn1)c1nc(Cn2cc([N+](=O)[O-])cn2)no1	0%	-0.1%	-0.4	44	0.4%	1.1%	5%	5%	-2%	3%
CCOc1ccc(S(=O)(=O)Nc2ccccc2C(=O)NCc2ccco2)cc1	-20%	-0.2%	2.1	41	0.2%	-0.4%	9%	6%	6%	-3%
Cc1cc(-c2nn(-c3ccccc3F)cc2CN2CCN(c3ccccn3)CC2)c(C)s1	11%	0.1%	4.6	60	0.2%	1.8%	10%	8%	-5%	13%
O=C(COC(=O)C1=COCCO1)NCCCc1ccccc1	3%	-0.3%	0.1	45	1.2%	0.1%	4%	3%	1%	-4%
COc1ccc(CNC(=O)CN(c2ccc(C)cc2)S(=O)(=O)c2c(C)noc2C)cc1	-7%	-0.2%	0.9	43	0.0%	-1.4%	8%	-5%	-1%	4%
COc1ccc(C(=O)C[n+]2cccc3cc(C)ccc32)cc1	-11%	-0.1%	-0.7	62	1.9%	6.8%	4%	10%	nt	-7%
Cc1cc(Nc2n[nH]c(N)c2C#N)ccc1F	-2%	0.0%	-0.9	90	0.1%	-1.2%	9%	-3%	nt	2%
O=C1CCCc2c1cc(C(=O)O)c(=O)n2-c1ccccc1	12%	0.6%	-0.1	33	0.1%	0.8%	9%	16%	nt	0%
CCOC(=O)c1ccc(NCn2c(=O)oc3ccccc32)cc1	5%	-0.2%	-7.3	82	0.1%	15%	-2%	30%	-7%	4%
CCCn1c(Nc2ccccc2C)nc2ccccc21	0%	0.1%	-1.7	88	0.5%	-0.2%	20%	0%	-2%	4%
CCC[C@@H](CN[C@@H](CNC)[C@H](C)CC)NCC1CCC(C(C)(C)C)CC1 (stereo partly specified)	22%	-0.2%	33	48	-1.2%	0.8%	6%	20%	-5%	1%
C/C(CC(=O)Nc1ccc(Cl)cc1)=N\NC(=O)C(=O)N1CCCCC1	5%	-0.1%	0.3	60	0.0%	0.9%	4%	5%	-4%	0%
Cc1cc(C(F)F)n2ncc(C(=O)N3CCC(C(N)=O)CC3)c2n1	-22%	-0.1%	-1.2	72	0.9%	-1.1%	-3%	-1%	0%	3%
O=C(CN(C(=O)c1ccc(Cl)cc1)N1C(=O)C2C3C=CC(C3)C2C1=O)c1cccs1 (stereo unspecified)	16%	0.2%	0.0	72	0.1%	-1.8%	4%	-2%	-3%	-2%
CCn1c(CNC(=O)c2ccccc2F)cc2ccccc21	5%	-0.1%	-1.9	6	0.2%	-0.5%	4%	8%	-4%	-3%
CCOc1cc(/C=N/NC(=O)Cc2ccc(C(F)(F)F)cc2[N+](=O)[O-])c(Br)cc1OC	-12%	-0.1%	2.4	84	0.2%	0.7%	20%	-3%	-2%	2%
Cc1nc(Cl)c(C(=O)NCCc2ccccc2)c(C)c1[N+](=O)[O-]	-3%	0.0%	-0.6	53	-1.1%[50 µM]	-0.4%	-14%	4%	0%	-2%
O=C(Cc1cccs1)N/N=C/C(Cl)=C/c1ccccc1	7%	-0.4%	-0.7	89	-0.1%	2.3%	18%	8%	7%	9%
CC1CCOC(c2coc3ccccc3c2=O)O1 (stereo unspecified)	-16%	-0.4%	1.8	66	0.0%	-1.1%	-7%	0%	-4%	-2%

Only K1F lysis inhibition, HIV peptide binding and GPR55 antagonists, for some of the entries so far:
| SMILES | K1F lysis inhibition | HIV peptide binding | GPR55 antagonists |
| --- | --- | --- | --- |
| CCCn1c(Nc2ccccc2C)nc2ccccc21 | 0.5% | -0.2% | 0% |
| Cc1cccc2c(C(=O)N3CCN(C(=O)c4ccco4)CC3)cc(-c3cccc(Br)c3)nc12 | -0.1% | 9.6% | 23% |

Going on with the list:
SMILES	GPR55 antagonists	GPR55 activation	NTR1 agonist	NTR1 agonist cell count 20 µM	K1F lysis inhibition	HIV peptide binding	GPR35 antagonists	AID2073	Dengue-2 NS5 capping	Siah-1 displacement
COC(=O)Cn1cnc2sc(C)c(S(=O)(=O)N3CCC(C)CC3)c2c1=O	14%	-0.2%	2.3	40	-0.8%	-0.6%	-8%	-2%	-2%	-1%
CCCc1cc(=O)oc2cc(OCC(=O)NC3CC(C)(C)NC(C)(C)C3)ccc12	23%	-0.2%	-0.1	48	0.4%	1.9%	-2%	12%	4%	1%
Cn1cccc1Cc1nnc(SCC(N)=O)n1CCc1ccccc1	9%	-0.1%	3.0	49	2.4%	1.7%	-9%	-3%	-4%	0%
CC(C)(C)/C=N/NC(=O)CNC(=O)c1ccc2c(c1)OCCO2	-4%	-0.3%	0.7	65	0.0%	-1.7%	4%	9%	5%	-3%
O=C(CSc1nc2ncccc2[nH]1)c1ccc2c(c1)OCO2	-2%	-0.2%	0.2	47	nt	-2.4%	-2%	-10%	nt	5%
O=C(Nc1ccc(Br)cn1)C1CCN(S(=O)(=O)c2cccs2)CC1	-10%	-0.2%	2.4	64	0.1%	3.6%	-7%	-6%	6%	-3%
COc1ccc(C(=O)Nc2c(N)nc(SCC(=O)Nc3ccc(C(C)=O)cc3)[nH]c2=O)cc1	6%	-0.2%	-0.4	74	0.7%	-1.0%	-2%	-1%	-8%	-2%
Cn1c(SCC(=O)N2CCCC2)nnc1-c1ccc(S(=O)(=O)N2CCCC2)cc1	14%	0.0%	-0.9	51	8.5%	0.6%	16%	18%	-9%	5%
Brc1ccc(-c2nnc(-c3ccccc3Br)o2)cc1	6%	-0.3%	5.7	43	3.0%	-4.2%	-6%	22%	-2%	-6%
CCOc1ccc(S(=O)(=O)N2CCOCC2)cc1NC(=O)C1CCC1	25%	0.3%	0.1	63	1.3%[50 µM]	1.6%	2%	12%	-6%	2%
O=C(COC(=O)c1ccccc1NS(=O)(=O)c1cccs1)NCC12CC3CC(CC(C3)C1)C2	12%	0.0%	8.0	65	0.5%	6.6%	-2%	13%	3%	8%
CC(C)C(=O)Nc1ccc2c(c1)C(=O)NC2=O	1%	-1.0%	2.3	55	0.1%	3.7%	-6%	36%	-7%	-2%
O=C(O)COc1ccccc1-c1ccccc1	-1%	0.2%	1.3	55	-0.4%	1.0%	7%	0%	-1%	8%
Cc1ccc(NC(c2ccccc2)c2nc3ccccc3[nH]c2=O)cc1 (stereo unspecified)	16%	0.1%	40*	73*	0.2%	0.6%	-12%	-18%	-2%	16%
Cc1c(NC(=O)CC(C)C)c(=O)n(-c2ccccc2)n1C	6%	-0.3%	-1.0	74	2.3%[50 µM]	0.5%	12%	1%	1%	0%
Cc1cccc(OCCC(=O)Nc2c(C)n(C)n(-c3ccccc3)c2=O)c1	4%	0.3%	2.5	79	0.9%	-0.1%	2%	6%	-5%	-2%

Compound activity: PubChem BioAssay, several laboratories
